Screening data: PubChem, several laboratories
FXIa mix inh = inhibitors of human coagulation factor XIa, pooled mixtures; P03951; purified FXIa, fluorogenic substrate; inhibition, % at 5 µM; actives 0.19% (n = 62,000); AID 680;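 also: each value is inhibition by a whole ten-compound pool holding the compound; 0% = enzyme with no mixture and 100% = wells lacking enzyme; strong numbers were not always called active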
PKA kinase inh = blocks human protein kinase A activity; AID 524; PKA Kemptide phosphorylation, Kinase-Glo ATP luminescence; actives 0.1% (n = 65,000); inhibition, % at 6 µM;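 active = inhibition above the screen-wide mean inhibition plus 3 SD, cut at about 21% in these data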; also: many of its hits are not listed in these tables
CatL inh = blocks human cathepsin L protease activity; P07711; actives 0.17% (n = 58,000); purified cathepsin L, fluorogenic substrate, fluorescence; AID 460; inhibition, %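 (tested at 10 µM)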; in the data active = inhibition above about 45%;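 also: 0% = enzyme with no compound and 100% = no enzyme blank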
JNK3 blocker = inhibitors of human JNK3 kinase. purified JNK3 kinase activity, HTS. inhibition, % at 8 µM. actives 0.61% (n = 60,000). P53779; in the data active = inhibition above about 17%;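 also: 0% = DMSO and 100% = reference inhibitor; many of its hits are not listed in these tables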
CatG inh = cathepsin G (human) inhibition; P08311; purified enzyme, AMC-tetrapeptide fluorescence, pooled mixtures; inhibition, % at 5 µM (by protocol); actives 0.2% (n = 62,000); AID 581;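 active = inhibition above 20% in each of the two mixture wells holding the compound; inactive = inhibition of 20% or less in either well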;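 also: 0% = enzyme control without mixture and 100% = blank lacking enzyme; strong numbers were not always called active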
C1s inh = human complement C1s inhibition; P09871; purified C1s, fluorogenic AMC substrate, pooled mixtures; actives 0.16% (n = 62,000); AID 538; mean inhibition % of two 10-compound mixtures (active compounds read high), % at 5 µM (by protocol);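 active = inhibition above 20% in each of the two 10-compound mixture wells holding the compound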;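 also: 0% = enzyme wells lacking compound mixture and 100% = no-enzyme blank wells; some compounds called inactive have numbers as strong as hits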
Target sequence (P09871 16-437 limits assumed): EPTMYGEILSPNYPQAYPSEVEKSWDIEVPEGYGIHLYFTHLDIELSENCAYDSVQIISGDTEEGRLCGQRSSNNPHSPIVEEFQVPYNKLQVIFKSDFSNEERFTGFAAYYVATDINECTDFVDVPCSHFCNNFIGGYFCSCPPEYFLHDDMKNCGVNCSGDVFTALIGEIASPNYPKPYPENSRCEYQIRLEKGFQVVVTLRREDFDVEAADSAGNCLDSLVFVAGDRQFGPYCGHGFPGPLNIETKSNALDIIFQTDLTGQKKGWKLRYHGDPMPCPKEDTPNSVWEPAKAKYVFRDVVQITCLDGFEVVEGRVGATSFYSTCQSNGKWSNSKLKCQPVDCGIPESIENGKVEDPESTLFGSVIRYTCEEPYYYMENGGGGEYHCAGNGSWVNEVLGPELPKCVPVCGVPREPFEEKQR
Target sequence (P09871 438-688 limits assumed): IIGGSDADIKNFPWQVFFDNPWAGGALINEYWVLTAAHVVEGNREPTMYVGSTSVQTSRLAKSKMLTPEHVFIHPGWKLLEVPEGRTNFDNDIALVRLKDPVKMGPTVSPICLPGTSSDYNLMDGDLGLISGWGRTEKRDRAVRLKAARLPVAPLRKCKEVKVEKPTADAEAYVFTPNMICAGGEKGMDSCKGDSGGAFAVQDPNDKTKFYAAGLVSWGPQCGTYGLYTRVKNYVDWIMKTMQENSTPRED
CatS inh = blocks human cathepsin S protease activity | AID 501 | actives 0.06% (n = 62,000) | recombinant cathepsin S, AMC dipeptide fluorescence, pooled mixtures | inhibition, %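 (tested at 5 µM per compound within 10-compound mixtures)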; in the data active = inhibition above about 32%, passing the limit was not always enough; inconclusive = no clear call, values can overlap the other calls;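 also: 0% = enzyme without compound and 100% = blank without enzyme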
Target sequence (P25774 115-331 limits assumed): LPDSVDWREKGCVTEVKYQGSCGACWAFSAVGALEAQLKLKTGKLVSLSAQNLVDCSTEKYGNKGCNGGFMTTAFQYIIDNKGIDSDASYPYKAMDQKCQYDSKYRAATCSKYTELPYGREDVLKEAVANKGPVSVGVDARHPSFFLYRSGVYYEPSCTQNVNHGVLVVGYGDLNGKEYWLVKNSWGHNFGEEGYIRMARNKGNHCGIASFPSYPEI
ROCK2 blocker = blocks human Rho kinase 2 activity; O75116; purified ROCK2, Kinase-Glo ATP depletion luminescence; inhibition, % at 6 µM; actives 0.35% (n = 60,000); AID 604;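 active = inhibition above the screen-wide mean inhibition plus 3 SD, cut at about 18% in these data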;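 also: plate controls were DMSO wells for no effect and Y-27632 control wells after no-enzyme background subtraction for full effect; many of its hits are not listed in these tables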
FXIIa mix inh = factor XIIa (human) inhibition, mixture screen. P00748. purified FXIIa, fluorogenic substrate, pooled mixtures. inhibition, % at 5 µM. actives 0.2% (n = 62,000);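 also: 0% = enzyme without compound and 100% = no enzyme blank; some results filed as inactive read as strong as hits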
* = called active by the depositor; ? = inconclusive; nt = not tested or not shown. Rule as the data show it, unless noted: active = inhibition above about 20% (passing the limit was not always enough); inactive = the rest.

cpd	Molecule	FXIIa mix inh	PKA kinase inh	CatG inh	FXIa mix inh	ROCK2 blocker	CatL inh	C1s inh	JNK3 blocker	CatS inh
1	CCOc1ccc(C)cc1S(=O)(=O)Nc1cccnc1	8.2	15.4	11.7	6.7	7.6	12.9	13.1	1.3	13.0
2	CC1Cc2ccccc2N1C(=O)CCS(=O)(=O)c1cccc2nonc12 (centres undefined)	11.6	-8.5	0.2	13.2	nt	-8.7	3.1	nt	-3.6
3	Cc1ccc(NC(=O)c2oc3ccccc3c2NC(=O)c2ccc3c(c2)OCO3)cc1	-12.8	4.8	-3.3	1.4	6.5	-2.6	-8.8	4.2	9.0
4	O=C(COc1ccccc1)N(Cc1cc2ccccc2[nH]c1=O)CC1CCCO1 (centres undefined)	1.8	-5.1	1.7	4.1	2.4	4.9	4.6	-7.7	13.4
5	C=CCNC(=O)c1sc(=S)n(-c2ccc(C(=O)OCC)cc2)c1N	7.1	1.7	9.5	43.0	nt	-3.4	3.1	nt	-1.6
6	O=C1C(C=NCCCn2ccnc2)=C(O)c2ccccc21	-13.2	0.1	-6.1	-2.8	3.1	-1.4	-5.0	4.6	-5.9
7	Cc1ccc(-n2c(=O)[nH]cc(C(=O)Nc3ccc4c(c3)OCO4)c2=O)cc1C	9.7	9.3	-0.9	5.8	4.3	-7.6	-14.4	-1.7	-13.7
8	COc1ccc(-c2cc3c(=O)n(CC(=O)NC4CCN(Cc5ccccc5)CC4)ncn3n2)cc1	2.3	9.0	-3.7	-3.0	1.8	3.7	6.2	-8.9	3.4
9	Cc1cc(C)c2c(=O)[nH]c(=O)n(Cc3ccccc3)c2n1	-12.2	-0.6	-23.1	-29.8	-1.7	-0.6	-27.2	-13.8	-18.7
10	CCOC(=O)Nc1c(O)ccc2oc(C)c(-c3ccccc3)c12	10.3	-0.8	0.1	-0.5	-1.0	-6.7	-2.7	-2.4	-4.8
11	CCn1c(SCC(=O)N2CCN(c3ccc(F)cc3)CC2)nc2ccccc2c1=O	-1.5	8.5	5.5	0.2	4.0	-6.9	2.0	2.5	-2.5
12	C=CCN1C(=O)C(O)(CC(=O)c2c(C)n[nH]c2C)c2cc(Br)ccc21 (centres undefined)	5.3	16.0	2.5	-1.6	4.6	7.8	-8.4	-0.8	nt
13	Cc1cc(NCCNC2=CC(=O)CCC2)nc2ccccc12	nt	5.6	nt	nt	-5.7	-0.9	nt	-3.1	nt
14	O=C(CN1C(=O)CSC1=O)Nc1ccc2c(c1)OCCO2	-18.7	8.9	12.3	3.3	1.1	26.6	6.0	4.7	10.3
15	Cc1ccc2nc3c(cc(C(=O)NCc4cccnc4)c(=N)n3C(C)C)c(=O)n2c1	-16.3	-2.1	-14.0	-22.1	-0.4	-381.4	-55.7	1.3	-17.0
16	CCOC(=O)c1ccoc1CSCc1ccc(C(=O)OC)o1	2.1	3.3	8.7	7.2	2.0	2.5	14.0	4.1	-4.6
17	Cc1ccc(NC(=O)CC2NCCNC2=O)cc1 (centres undefined)	6.0	10.8	4.6	6.5	9.8	14.7	3.6	-3.8	8.8
18	CC(C)(C)NC(=O)C(c1ccco1)N(C(=O)c1csnn1)c1ccccc1 (centres undefined)	2.6	1.2	8.5	3.3	-1.5	-8.7	10.9	1.5	0.6
19	COc1ccccc1NC(=O)CSc1nnc(-c2ccccn2)n1Cc1ccco1	3.0	4.3	31.1*	50.2*	nt	-0.4	28.5	nt	0.7
20	CC(Sc1nnc(-c2ccc(O)cc2)o1)C(=O)Nc1cccc2ccccc12 (centres undefined)	-18.8	-0.2	5.9	1.0	-0.9	nt	5.8	-1.1	11.7
21	CCOc1cccc2cc(-c3cn4cc(C)ccc4n3)c(=O)oc12	8.1	7.3	11.9	2.7	7.1	17.6	24.8	-2.5	-5.2
22	Cc1ccc2cc3cc(C(=O)N(C)C4CCCCC4)oc3nc2c1	3.4	0.5	-6.2	0.0	-5.9	0.9	-22.3	-2.3	-9.1
23	CCOC12NC(=O)CC(=O)N1C(c1ccccc1)=CS2 (centres undefined)	-13.3	5.4	7.4	-0.5	5.0	12.7	1.7	-1.0	0.9
24	Cc1c(C(=O)NCC2CCCO2)oc2ccc(S(=O)(=O)N3CCCC3)cc12 (centres undefined)	7.3	-2.0	-1.6	7.1	nt	16.3	-27.1	nt	3.1
25	Cc1cc(C(=O)Nc2sc3c(c2C#N)CCC3)no1	2.0	2.8	9.2	6.9	1.8	11.0	7.4	-1.9	20.7
26	C=CCSc1nc(C)c(CC(=O)OCCCC)c(=O)[nH]1	2.3	9.0	-1.6	3.0	6.3	-2.6	0.6	-4.0	-9.9
27	CCn1c(COc2cccc(C)c2)nnc1SCC(=O)Nc1cccc(C(=O)OC)c1	-0.6	0.1	1.5	-3.4	1.0	38.4	-10.3	3.7	-1.8
28	COC(=O)[C@H](C)NC(=O)NCc1ccc(F)cc1	5.5	7.3	1.8	-10.7	9.7	5.0	-68.6	0.1	0.4
29	CC1CCCCN1C(=O)Cn1c(=O)n(C2CCCCC2)c(=O)c2ccccc21 (centres undefined)	-0.9	-5.9	28.8	4.4	-5.3	-10.4	13.9	-3.1	-6.9
30	Cc1ccccc1Nc1nc(N)nc(CSc2nnc3sc4ccccc4n23)n1	11.6	6.3	1.4	4.1	2.7	nt	1.0	4.9	-3.7
31	Cc1cc(NC(=O)c2cc(CC(C)C)on2)no1	9.0	-10.0	-2.7	0.6	-3.3	-8.8	-18.8	-7.1	-7.1
32	CCc1noc(C)c1C(=O)N1CCOCC1	0.7	7.1	-12.6	-2.9	6.4	25.9	-19.8	-5.6	14.3
33	COc1ccc(NC(=O)CC2SC(=NCc3ccccc3OC)NC2=O)cc1 (centres undefined)	12.7	4.2	9.3	1.6	4.7	5.4	11.2	-1.8	-1.0
34	Cc1nc(SCC(=O)N2CCN(c3ccccc3)CC2)c2oc3ccccc3c2n1	9.2	3.6	9.1	7.9	1.8	-14.0	12.8	-0.1	-7.7
35	O=C(CSc1nnc(Cc2cccs2)n1Cc1ccco1)Nc1cc(Cl)cc(Cl)c1	8.4	7.8	8.8	-5.4	2.3	12.5	-0.1	10.3	7.3
36	COc1ccc(-c2nnc3sc(-c4ccc(Br)o4)nn23)cc1OC	2.8	-3.4	9.4	-3.8	6.9	-7.7	-2.0	4.5	1.8
37	C(=N\n1cnnc1)/c1ccccc1OCCOc1ccccc1	-0.6	4.9	0.5	2.3	3.2	-7.0	-4.2	-11.0	1.1
38	O=S(=O)(c1ccccc1)N(CC(O)CN1CCCCC1)c1ccccc1 (centres undefined)	10.6	-1.8	-11.9	2.6	-19.3	-9.8	-33.7	-6.1	?
39	Cc1ccc(-n2ncc3c(=O)n(CC(=O)NCC4CCCO4)cnc32)cc1 (centres undefined)	14.0	7.0	7.3	5.0	3.7	25.0	11.5	3.0	5.3
40	COc1cccc(Nc2nnc(SCC(=O)N3CCOCC3)s2)c1	1.3	7.5	5.7	1.1	3.0	-5.8	-20.6	-1.6	-2.9
41	CCOC(=O)c1c(CN2CCN(c3ccccc3)CC2)oc2ccc(O)cc12	4.4	-1.5	8.9	6.9	-1.6	nt	3.7	-2.1	-2.9
42	COc1ccc(C(c2nnnn2Cc2cccs2)N2CCN(c3ccccc3F)CC2)cc1 (centres undefined)	5.8	-0.9	8.9	-1.8	0.2	1.7	-1.7	2.0	6.3
43	CCc1nc2ccccc2c(NC(=O)CN2CCC(C)CC2)c1C	2.7	6.0	2.2	20.1	4.8	21.8	-6.3	5.1	10.3
44	O=S(=O)(Cc1ccccc1)N1CCN(Cc2ccc3c(c2)OCO3)CC1	-0.1	nt	10.1	2.1	nt	-4.2	9.3	nt	0.8
45	CCOC(=O)C1=C(C)Nc2nc(SCc3cccnc3)nn2C1c1ccc(OC)cc1 (centres undefined)	-22.1	9.6	7.5	0.9	5.6	1.7	1.7	-2.5	-1.1
46	CC(=O)c1c(Nc2ccc3c(c2)OCCO3)oc(C)cc1=O	12.8	3.8	-0.8	1.0	2.9	-4.0	-7.6	0.9	-2.1
47	COc1ccc(NC(=O)Nc2cccc(C(=O)N3CCOCC3)c2)cc1OC	nt	4.1	nt	nt	2.9	4.0	nt	-4.6	nt
48	CC1CCCN(CCCNC(=O)c2coc3nc4ccccc4nc23)C1 (centres undefined)	0.0	0.3	-2.4	-3.8	4.2	-36.0	-64.8	-2.3	-3.0
49	N#CC1=C(N)C(C#N)(C#N)C2(C(=O)Nc3ccccc32)C2CCCC=C12 (centres undefined)	-6.7	-10.0	-3.2	5.9	-4.1	10.6	-49.0	-2.9	9.4
50	CCOC(=O)CNC(=O)C1c2cc(OC)c(OC)cc2C(=O)N(C)C1c1ccccc1F (centres undefined)	-0.3	3.6	10.3	8.7	nt	-5.6	22.8	nt	-3.4

A draw from above in order of length of the SMILES, highest first:
cpd	Molecule	FXIIa mix inh	PKA kinase inh	CatG inh	FXIa mix inh	ROCK2 blocker	CatL inh	C1s inh	JNK3 blocker	CatS inh
50	CCOC(=O)CNC(=O)C1c2cc(OC)c(OC)cc2C(=O)N(C)C1c1ccccc1F (centres undefined)	-0.3	3.6	10.3	8.7	nt	-5.6	22.8	nt	-3.4
49	N#CC1=C(N)C(C#N)(C#N)C2(C(=O)Nc3ccccc32)C2CCCC=C12 (centres undefined)	-6.7	-10.0	-3.2	5.9	-4.1	10.6	-49.0	-2.9	9.4
41	CCOC(=O)c1c(CN2CCN(c3ccccc3)CC2)oc2ccc(O)cc12	4.4	-1.5	8.9	6.9	-1.6	nt	3.7	-2.1	-2.9

Carrying on.
cpd	Molecule	FXIIa mix inh	PKA kinase inh	CatG inh	FXIa mix inh	ROCK2 blocker	CatL inh	C1s inh	JNK3 blocker	CatS inh
51	Cc1cc(C)n(-c2ccc(-n3ccnc3)nn2)n1	4.5	0.4	10.2	8.7	1.1	-7.1	17.6	8.3	-5.1
52	CC(=O)c1oc2ccccc2c1NC(=O)COC(=O)c1ccc(-n2nc(C)cc2C)cc1	-3.0	2.3	-12.8	0.3	2.0	4.4	-20.3	5.9	2.2
53	Cc1onc(-c2ccccc2Cl)c1C(=O)NCc1cccnc1	3.7	4.9	5.6	4.6	6.4	17.5	-1.5	-0.4	17.0
54	CS(=O)(=O)N(CC(=O)Nc1ccc2c(c1)OCO2)c1ccc(Cl)cc1	2.5	8.3	-0.9	12.7	nt	-1.9	-16.1	nt	7.6
55	CCc1nnc(NC(=O)C2CC(=O)N(c3ccc(C)cc3)C2)s1 (centres undefined)	-20.1	14.3	-4.5	-0.2	7.3	14.5	-10.5	2.5	-0.8
56	CCCOc1ccc(/C(O)=C2/C(=O)C(=O)N(CCN(CC)CC)C2c2ccncc2)cc1 (centres undefined)	-0.4	4.5	10.3	3.9	3.9	nt	-5.8	3.6	-3.8
57	Cn1c(=O)c2c(nc(NCCNC(=O)c3ccco3)n2Cc2ccccc2Cl)n(C)c1=O	0.8	-4.1	-0.3	4.8	nt	7.5	-6.3	nt	9.7
58	CCSc1nnc(Cc2cc(=O)[nH]c(=O)[nH]2)n1-c1ccc(Cl)cc1	10.1	-6.2	-3.9	3.1	1.3	-2.9	-12.2	0.0	0.6
59	CCc1cccc(CC)c1N(COC)C(=O)Cn1c(C(C)O)nc2ccccc21 (centres undefined)	-5.6	7.9	5.8	1.8	5.8	-1.1	-1.9	-5.5	-0.8
60	Cc1ccc(-c2nnn(CC(=O)N(Cc3cccs3)C(C(=O)NC3CCCC3)c3ccco3)n2)o1 (centres undefined)	0.1	0.4	-2.9	4.2	-2.1	nt	3.1	3.6	7.2
61	Cc1ccc(-c2nn(-c3ccccc3)cc2/C=C(\C#N)c2cccc(C#N)c2)o1	-19.2	2.4	9.3	10.2	2.9	19.3	8.6	1.9	12.0
62	COc1ccc(NC(=O)CN(c2cc(C)cc(C)c2)S(=O)(=O)c2c(C)n[nH]c2C)cc1	-0.5	4.5	2.5	10.2	1.1	nt	3.9	-4.8	-1.8
63	Cc1cccc2cc(COC(=O)C3CCCO3)c(=O)[nH]c12 (centres undefined)	-12.1	2.0	-12.0	-28.3	0.4	-4.4	-87.3	3.6	-0.3
64	O=C(NCCC1=CCCCC1)c1ccc(CN2CCOCC2)cc1	2.0	-6.7	-12.4	-29.7	6.6	12.8	-148.3	5.4	-19.2
